FAS-TE inh = FAS thioesterase domain inhibitors, primary screen, biochemical, fluorescence intensity, uHTS. Fatty acid synthase (Homo sapiens), P49327. recombinant FAS-TE, OMFH fluorogenic substrate, fluorescence endpoint. inhibition, % at 15 µM. 360,000 tested, 0.67% active;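 active means compounds whose normalised, plate-corrected inhibition of enzyme fluorescence in the single-dose primary screen is 50% or more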;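 further: 0% = DMSO with enzyme and 100% = substrate without enzyme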
E coli Lon inh = inhibitors of E. coli Lon protease, primary screen, biochemical, fluorescence polarization | P0A9M0 | purified E. coli Lon protease | inhibition, % at 7.94 µM | 360,000 tested, 0.42% active | AID 602123, 2011; in the data active means inhibition above about 13%, passing the limit was not always enough;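 further: 0% = enzyme with probe and DMSO and 100% = no enzyme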
Tb MetRS inh = T. brucei MetRS inhibitors, primary screen, biochemical, luminescence; methionyl-tRNA synthetase (Trypanosoma brucei brucei); purified T. brucei MetRS, ATP depletion, Kinase-Glo luminescence; inhibition, % at 11.9 µM; 360,000 tested, 0.4% active;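 active means inhibition above a per-plate cutoff of the control wells' mean inhibition plus 3 SD, cut at about 5.5% in these data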;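 further: 0% = DMSO wells median and 100% = median of wells with control inhibitor compound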
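Assay system: T. brucei methionyl-tRNA synthetase, purified | Medium: HEPES buffer with MgCl2, KCl, DTT, spermine, BSA, pyrophosphatase | Compound: 11.9 µM single point | Incubation: 15 min enzyme-compound preincubation, 2 h reaction, 10 min detection, 25 °C | Measured by: Kinase-Glo luciferase luminescence reporting remaining unconsumed ATP | Measure: % inhibition normalized to control-well medians | Replication: Singlicate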
MLLE-PAM2 inh = inhibitors of PABP1 MLLE–PAM2 peptide binding, primary screen, biochemical, fluorescence polarization, FITC-PAM2, GST-MLLE; Polyadenylate-binding protein 1 (Homo sapiens), P11940; 360,000 tested, 0.36% active; inhibition, % at 20 µM; AID 588489, 2011; in the data active means inhibition above about 35%, passing the limit was not always enough;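 further: plate controls were DMSO wells with GST-MLLE for no effect and wells lacking GST-MLLE protein for full effect; some results filed as inactive read as strong as hits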
Neddyl block = inhibitors of cullin neddylation, primary screen, biochemical, TR-FRET, uHTS, NAE and Ubc12 | calls only at 25 µM | 360,000 tested, 0.58% active; in the data active means inhibition above about 36%
Target sequence (P61081 whole entry, looked up): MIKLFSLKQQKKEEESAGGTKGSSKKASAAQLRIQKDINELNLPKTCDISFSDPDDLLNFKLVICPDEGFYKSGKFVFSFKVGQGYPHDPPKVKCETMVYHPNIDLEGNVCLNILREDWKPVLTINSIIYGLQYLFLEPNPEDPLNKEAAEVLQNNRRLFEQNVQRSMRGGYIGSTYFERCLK
Target sequence (Q13564 whole entry, looked up): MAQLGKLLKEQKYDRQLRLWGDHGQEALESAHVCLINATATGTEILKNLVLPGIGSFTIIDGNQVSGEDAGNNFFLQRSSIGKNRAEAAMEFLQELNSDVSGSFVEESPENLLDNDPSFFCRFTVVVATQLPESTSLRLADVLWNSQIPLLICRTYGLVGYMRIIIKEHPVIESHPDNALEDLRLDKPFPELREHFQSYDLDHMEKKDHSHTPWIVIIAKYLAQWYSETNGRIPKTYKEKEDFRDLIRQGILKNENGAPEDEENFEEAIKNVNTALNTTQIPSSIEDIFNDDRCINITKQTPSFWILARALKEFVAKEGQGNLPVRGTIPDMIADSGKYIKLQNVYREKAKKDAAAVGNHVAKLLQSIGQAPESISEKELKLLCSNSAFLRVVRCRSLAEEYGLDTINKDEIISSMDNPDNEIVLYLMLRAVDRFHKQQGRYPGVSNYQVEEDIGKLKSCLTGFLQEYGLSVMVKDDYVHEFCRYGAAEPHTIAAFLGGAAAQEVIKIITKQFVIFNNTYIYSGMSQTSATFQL
CSN deneddyl inh = inhibitors of CSN-mediated cullin deneddylation, primary screen, biochemical, fluorescence polarization, uHTS; inhibition, % at 12.5 µM; Purified CSN, SCF-Nedd8-OG deneddylation; 360,000 tested, 0.38% active; COP9 signalosome complex subunit 5 (Homo sapiens), Q92905;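 active means pattern-corrected inhibition above about 35%, with an unprinted fluorescence ratio check between 0.5 and 1.5, limit read from the data, passing the limit was not always enough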;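 further: 0% = enzyme with substrate and 100% = substrate without enzyme; some results filed as inactive read as strong as hits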
Target sequence (Q92905 whole entry, looked up, one chain of several): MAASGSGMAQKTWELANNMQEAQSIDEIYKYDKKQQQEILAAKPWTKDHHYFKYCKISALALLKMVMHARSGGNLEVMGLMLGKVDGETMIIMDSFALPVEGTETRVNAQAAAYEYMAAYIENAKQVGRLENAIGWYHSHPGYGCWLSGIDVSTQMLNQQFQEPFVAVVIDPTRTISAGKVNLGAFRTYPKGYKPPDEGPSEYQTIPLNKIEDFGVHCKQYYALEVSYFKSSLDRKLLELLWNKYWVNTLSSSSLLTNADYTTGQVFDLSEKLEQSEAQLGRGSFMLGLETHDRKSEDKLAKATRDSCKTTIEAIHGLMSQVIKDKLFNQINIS
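Test system: purified human Csn5 enzyme expressed in HEK293T cells. Amount: 0.24 nM enzyme. Reagent: SCFSkp2-Nedd8OG substrate at 10 nM final. Schedule: 90 min incubation of compound, enzyme and substrate at room temperature. Detection: fluorescence polarization. Read-out: % inhibition of substrate cleavage by Csn5.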
MsrA inhibitor = bovine MsrA enzyme inhibitors, primary screen, biochemical, absorbance, HTS; purified bovine MsrA, absorbance read-out; inhibition, % at 15.5 µM; 360,000 tested, 0.75% active; in the data active means inhibition above about 4.5%;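 further: 0% = vehicle wells with enzyme and 100% = reference inhibitor wells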
Rin1-Abl PPI inh = inhibitors of Rin1-Abl protein binding, primary screen, biochemical, TR-FRET. AID 588664, 2011. 360,000 tested, 0.4% active. inhibition, % at 7.35 µM. Tyrosine-protein kinase ABL1 (Homo sapiens) + Ras and Rab interactor 1 (Homo sapiens), …; in the data active means inhibition above about 5%, passing the limit was not always enough
bovine MsrA act = bovine MsrA enzyme activators, primary screen, biochemical, absorbance, HTS; Methionine sulfoxide reductase A (Bos taurus); purified bovine MsrA, absorbance read-out; activation, % at 10.6 µM; 360,000 tested, 0.3% active; AID 602163, 2012; in the data active means activation above about 7.5%;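 further: 0% = vehicle and 100% = reference activator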
Starred values were filed as active, the others as inactive; i = inactive; / = not tested or not shown.

nr	smiles	FAS-TE inh	E coli Lon inh	Tb MetRS inh	MLLE-PAM2 inh	Neddyl block
1	Cc1csc(NC(=O)CCS(=O)(=O)c2ccc(Br)cc2)n1	-8	-3	-0.5	5	i
2	N#CNC1=NCN(Cc2ccccc2)CN1	-1	1	-0.2	3	i
3	CC[C@H](C)[C@H](NC(=O)c1ccc(Cl)cc1)C(=O)OCC(=O)c1c(N)n(C)c(=O)n(C)c1=O	3	-6	0.0	-11	i
4	c1ccc(Oc2nc(N3CCOCC3)nc(N3CCOCC3)n2)cc1	-2	3	0.0	8	i
5	CC(=O)Nc1sc(C)c(C)c1C(=O)OCC(=O)NC(C)c1ccccc1 (stereo not drawn)	20	7	-0.4	-8	i
6	CCOC(=O)c1sc(NC(=O)COC(=O)c2ccco2)nc1C	-2	5	-0.6	-3	i
7	COc1ccccc1/C=C/C(=O)OCC(=O)Nc1ccc2c(c1)OCO2	6	2	-0.4	15	i
8	O=C(NN1CCOCC1)c1cc(-c2ccc(Br)cc2)nc2ccccc12	0	1	0.1	3	i
9	O=C(O)c1ccc(NS(=O)(=O)c2ccc3c(c2)C(=O)c2ccccc2C3=O)cc1	-8	7	-0.5	19	i
10	COc1ccccc1N1C(=O)C2C(c3ccc(F)cc3)NN(C(=O)c3ccc(C)cc3)C2C1=O (stereo not drawn)	4	9	-0.3	-14	i

nr	CSN deneddyl inh	MsrA inhibitor	Rin1-Abl PPI inh	bovine MsrA act
1	-2	0.3	-1	-2
2	-5	0.0	-2	-3
3	-2	1.6	-1	-2
4	-8	0.1	1	1
5	0	0.6	1	-4
6	2	-0.3	2	1
7	2	0.2	0	-3
8	0	0.2	1	-5
9	-12	24*	1	-8
10	-2	-0.2	2	-6

The list goes on:
nr	smiles	FAS-TE inh	E coli Lon inh	Tb MetRS inh	MLLE-PAM2 inh	Neddyl block
11	CCn1nnc(NC(=O)c2ccc(C(C)(C)C)cc2)n1	-5	2	0.1	1	i
12	CCN(Cc1ccccc1)C(=O)c1ccc(C(=O)N(CC)Cc2ccccc2)cc1	-1	2	-0.5	-1	i
13	CN(CC(=O)Nc1ccc(F)cc1)C(=O)C1CC(=O)N(Cc2ccccc2)C1 (stereo not drawn)	-7	-8	0.2	4	i
14	COC(=O)C1C(O)=C(C=NCC(C)N=CC2=C(O)C(C(=O)OC)C(C)(C)CC2=O)C(=O)CC1(C)C (stereo not drawn)	-5	-2	-0.3	10	i
15	N#Cc1nc(Cc2ccccc2)oc1N1CCN(c2cccc(Cl)c2)CC1	30	0	1.3	-9	i
16	CCO[C@H]1OC(C(=O)N2CCN(Cc3ccccc3)CC2)=C[C@@H](c2coc3ccccc3c2=O)[C@@H]1CCCO	-4	-7	-0.3	-4	i
17	COc1ccc2c(c1)c(C(=O)N/N=C/c1cccc(Br)c1)c(C)n2C	16	-2	-0.2	3	i
18	Cc1cc(=O)[nH]c(N/N=C/c2ccc(Br)s2)n1	-10	-2	0.3	-15	i
19	CCOCCCn1c(=NC(=O)c2cccs2)c(C#N)cc2c(=O)n3cccc(C)c3nc21	55*	13	0.6	124	/
20	CCCCn1c(SC(C)C(=O)c2ccc(OC)cc2)nc2cc(S(N)(=O)=O)ccc21 (stereo not drawn)	15	-3	-2.2	-16	i

nr	CSN deneddyl inh	MsrA inhibitor	Rin1-Abl PPI inh	bovine MsrA act
11	5	1.9	1	0
12	2	2.1	-3	-1
13	-1	-0.2	3	-5
14	-1	1.3	2	0
15	6	/	2	-2
16	1	0.4	1	3
17	-2	1.5	-1	-1
18	-14	5.5*	-5	-5
19	-15	-0.3	-10	-2
20	3	0.7	0	-11

An excerpt from above in order of their number in MLLE-PAM2 inh, highest first.
No.	Molecule	MLLE-PAM2 inh
14	COC(=O)C1C(O)=C(C=NCC(C)N=CC2=C(O)C(C(=O)OC)C(C)(C)CC2=O)C(=O)CC1(C)C (stereo not drawn)	10
16	CCO[C@H]1OC(C(=O)N2CCN(Cc3ccccc3)CC2)=C[C@@H](c2coc3ccccc3c2=O)[C@@H]1CCCO	-4
15	N#Cc1nc(Cc2ccccc2)oc1N1CCN(c2cccc(Cl)c2)CC1	-9

Another view of part of the listing above.
#4 c1ccc(Oc2nc(N3CCOCC3)nc(N3CCOCC3)n2)cc1
#5 CC(=O)Nc1sc(C)c(C)c1C(=O)OCC(=O)NC(C)c1ccccc1 (stereo not drawn)
#6 CCOC(=O)c1sc(NC(=O)COC(=O)c2ccco2)nc1C
Assay by compound	4	5	6
FAS-TE inh	-2	20	-2
E coli Lon inh	3	7	5
Tb MetRS inh	0.0	-0.4	-0.6
MLLE-PAM2 inh	8	-8	-3
Neddyl block	i	i	i
CSN deneddyl inh	-8	0	2
MsrA inhibitor	0.1	0.6	-0.3
Rin1-Abl PPI inh	1	1	2
bovine MsrA act	1	-4	1

Continued.
nr	smiles	FAS-TE inh	E coli Lon inh	Tb MetRS inh	MLLE-PAM2 inh	Neddyl block
21	O=C(CN1C(=O)NC2(CCCC2)C1=O)N1CCN(S(=O)(=O)c2ccc(Cl)cc2)CC1	-2	-2	1.4	-3	i
22	Cc1nc2scc(-c3ccc(C(C)(C)C)cc3)c2c(=O)n1N	27	-7	-0.3	-6	i
23	O=C1CCCc2c1[nH]c1ccc(CN3CCCCC3)cc21	-5	4	-0.4	7	/
24	COc1cc2cc(CN(CCc3cccc(C)c3)C(=S)NCCCN3CCOCC3)c(=O)[nH]c2cc1OC	-3	-9	-0.4	-125	i
25	CCN(C[C@H]1N[C@@](C)(C(=O)OC)[C@H]2C(=O)N(C)C(=O)[C@@H]12)S(=O)(=O)c1ccc(F)cc1	-2	-1	-2.5	4	i
26	COc1ccccc1OCCNC(=O)c1ccc(C)c(S(=O)(=O)N2CCOCC2)c1	-1	-7	-0.1	12	i
27	O=C(NC(=S)NC(=O)c1ccccc1F)c1ccccc1F	-10	-10	-0.2	30	i
28	Cn1ccnc1SCC(=O)Nc1nc2ccccc2s1	-5	-6	1.0	-1	i
29	O=C(/C=C/c1ccccc1)N1CCC(c2ccccc2)C1 (stereo not drawn)	2	-3	0.1	-2	i
30	COc1ccc(OCC(=O)Nc2ccc3c(c2)CCC3)cc1	14	1	0.3	6	i

nr	CSN deneddyl inh	MsrA inhibitor	Rin1-Abl PPI inh	bovine MsrA act
21	1	-1.2	2	-5
22	-2	3.1	3	-2
23	-1	0.5	-2	-1
24	-8	0.1	-1	-4
25	-1	1.0	2	-7
26	-4	0.6	1	0
27	-2	1.3	-1	-6
28	0	-0.2	1	-3
29	-2	0.3	1	-3
30	8	-0.5	2	-2

(next part)
nr	smiles	FAS-TE inh	E coli Lon inh	Tb MetRS inh	MLLE-PAM2 inh	Neddyl block
31	Cc1ccc(Cn2c(Cc3ccccc3)nc3ccccc32)cc1	12	8	-0.9	2	i
32	O=C(COC(=O)CCCSc1nc2ccccc2[nH]1)Nc1ccc(Oc2ccccc2)cc1	13	16	-0.5	-20	i
33	COc1cc2c3nnc(-c4ccccc4)c-3cn(Cc3ccc(F)cc3)c2cc1OC	6	-15	-0.7	-27	/
34	COC(=O)c1cc(S(=O)(=O)NCC2CCN(Cc3cccc(F)c3)CC2)c[nH]1	-6	2	-0.4	-15	i
35	CCn1c(N2CCN(CC(=O)c3c(C)n(C)c4ccc(OC)cc34)CC2)nc2c1c(=O)[nH]c(=O)n2C	-1	7	-0.4	2	i
36	CCOc1ccc2nc(NC(=O)CSc3nc4ccccc4c(=O)n3Cc3ccco3)sc2c1	22	-9	-0.7	-14	i
37	CCCNC(=O)Cn1nc(C(F)(F)F)cc1C	-5	7	-1.1	-6	i
38	CC(C)c1cc(-c2cc(-c3ccccc3)on2)nc(NC2CCCC2)n1	14	0	-0.2	1	i
39	COc1cc(OC)cc(-c2sc3ccc(OC)cc3c2-c2ccc3cc[nH]c3c2)c1	26	-3	-0.2	0	i
40	COc1ccc(OC)c(-c2cc(C3CCN(c4cc(Cl)nc(N)n4)CC3)[nH]n2)c1	5	5	0.0	-11	i

nr	CSN deneddyl inh	MsrA inhibitor	Rin1-Abl PPI inh	bovine MsrA act
31	-1	-1.3	2	-5
32	-7	0.1	-1	-4
33	19	0.1	-7	-4
34	-2	-0.3	4	-5
35	2	-1.6	-4	-1
36	5	-0.5	2	-9
37	-7	-1.0	3	-10
38	2	0.7	-3	-1
39	0	2.3	0	-5
40	4	0.8	-1	-2

Next part
nr	smiles	FAS-TE inh	E coli Lon inh	Tb MetRS inh	MLLE-PAM2 inh	Neddyl block
41	Cc1nc(NNC(=O)c2ccc([N+](=O)[O-])cc2)cc(-c2ccccc2)n1	43	-12	-0.6	-47	i
42	O=C(Nc1sc2c(c1C(=O)NC1CC1)CCCCCC2)c1ccco1	7	-5	-1.7	20	/
43	Cc1ccc(S(=O)(=O)N(C)Cc2ccc(C(=O)NN=C(CC(C)C)CC(C)C)cc2)cc1	8	6	-0.3	5	i
44	COc1cc(S(=O)(=O)N2CCN(C(=O)c3ccco3)CC2)ccc1Cl	1	3	-0.5	11	i
45	CCCSc1nnc(NC(=O)CSc2nc3[nH]c(=O)cc(O)c3s2)s1	-3	-18	-0.4	14	i
46	COc1ccc(-n2nc(C(=O)NCC(=O)N3CCCCCC3)c3ccccc3c2=O)cc1Cl	13	3	-0.5	2	i
47	O=C1CCN(Cc2nnnn2CC2CCCO2)c2ccccc2N1 (stereo not drawn)	-10	-12	-1.2	-4	i
48	COc1ccc(S(=O)(=O)Nc2ccc3c(c2)C(=O)N([C@H](C)CO)C[C@H](C)[C@@H](CN(C)C(=O)Nc2ccc(F)cc2)OCCCC[C@H](C)O3)cc1	15	-7	-1.2	-23	i
49	CS/C(=N\N(C)C(N)=O)c1ccccc1	-15	0	0.0	1	i
50	CCCn1c(N)c(C(=O)CSc2nnnn2-c2ccc(O)cc2)c(=O)n(C)c1=O	-20	-5	-0.8	-19	i

nr	CSN deneddyl inh	MsrA inhibitor	Rin1-Abl PPI inh	bovine MsrA act
41	6	0.6	-1	-4
42	2	1.3	2	-13
43	1	-0.2	0	2
44	-1	-0.5	-3	-2
45	0	1.2	1	-1
46	-1	2.4	-3	-2
47	2	/	-3	-10
48	0	1.3	1	-3
49	-1	-0.1	3	-3
50	-3	-0.6	0	-6

(further entries)
nr	smiles	FAS-TE inh	E coli Lon inh	Tb MetRS inh	MLLE-PAM2 inh	Neddyl block
51	COC(=O)CC1C(=O)NCCN1C(=S)Nc1ccc(F)cc1 (stereo not drawn)	7	-1	0.4	-7	i
52	Cc1cc(Oc2ccc(C)c(Cl)c2)nc(SCC(=O)c2ccccc2)n1	26	7	0.2	7	i
53	CC(NC(=O)CCNS(=O)(=O)c1cccc2nsnc12)c1ccccc1 (stereo not drawn)	-4	-1	0.5	12	i
54	CC(NC(=O)COC(=O)c1ccc2c(c1)OCO2)c1ccccc1 (stereo not drawn)	-1	7	-0.6	-2	i
55	O=C(Cn1cc(S(=O)(=O)Cc2cccc([N+](=O)[O-])c2)c2ccccc21)N1CCOCC1	5	-9	-0.3	-3	i

nr	CSN deneddyl inh	MsrA inhibitor	Rin1-Abl PPI inh	bovine MsrA act
51	-2	-0.2	0	-2
52	-23	0.1	-1	-1
53	0	1.1	1	-2
54	6	-0.2	-1	-2
55	-1	-0.1	-1	-4

Screens as filed in PubChem BioAssay.
